# From PubChem
# M5 PAM – positive allosteric modulators of human muscarinic M5 receptor. P08912. CHO-K1 hM5, Fluo-8 calcium, ACh EC20 PAM; 0% = ACh EC20, 100% = ACh EC100. activation, % at 3 µM. actives 0.3% (n = 360,000);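 active means activation above the run cutoff, the mean activation of all test compounds plus 3 SD, cut at about 18% in these data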
# Target sequence (P08912 whole entry, looked up): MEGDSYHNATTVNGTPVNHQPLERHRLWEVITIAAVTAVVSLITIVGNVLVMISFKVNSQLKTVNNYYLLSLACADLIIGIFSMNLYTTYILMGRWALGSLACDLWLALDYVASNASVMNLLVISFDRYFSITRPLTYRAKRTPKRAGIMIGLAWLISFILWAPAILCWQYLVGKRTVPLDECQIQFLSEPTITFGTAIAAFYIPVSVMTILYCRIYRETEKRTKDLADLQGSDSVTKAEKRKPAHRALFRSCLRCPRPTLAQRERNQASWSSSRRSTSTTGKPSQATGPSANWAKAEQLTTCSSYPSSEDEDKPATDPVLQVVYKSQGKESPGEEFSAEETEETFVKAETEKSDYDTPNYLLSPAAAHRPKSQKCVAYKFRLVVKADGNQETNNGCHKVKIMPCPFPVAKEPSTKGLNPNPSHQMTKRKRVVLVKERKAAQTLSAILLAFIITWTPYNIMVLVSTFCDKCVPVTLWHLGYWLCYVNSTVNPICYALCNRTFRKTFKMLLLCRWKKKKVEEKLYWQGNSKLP
#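 System: CHO-K1 cell line with stable human muscarinic M5 receptor expression | Also added: EC20 acetylcholine as agonist stimulus | Compound: One concentration, 3 µM final (nominal) | Timing: Fluo-8 loading 80 min at 37 °C plus 30 min room temperature | Measured by: Fluo-8 calcium dye fluorescence, kinetic read | Read-out basis: % activation, ACh-normalized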
# CHO-K1 Ca ag – counter-screen for M1 agonists: effect in parental CHO-K1 cells. actives 0.48% (n = 360,000). AID 602248. activation, % at 3 µM. Fluo-8 calcium fluorescence; scaled to maximal ATP response, vehicle zero; in the data active means activation above about 15%;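 further: untransfected CHO-K1 host cells lacking M1 receptor as counterscreen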
# M4 ag – CHRM4 agonism in calcium assay; P08173; CHO-K1 hM4/Gqi5, Fluo-8 calcium fluorescence; vehicle 0%, full acetylcholine response 100%; activation, % at 3 µM; actives 0.14% (n = 360,000); AID 624127;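 active means activation above the run mean over all test wells plus 3 SD, cut at about 32% in these data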;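 further: peak over basal fluorescence ratio per well then scaled between controls; 0% = DMSO wells and 100% = acetylcholine at EC100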
# Target sequence (P08173 whole entry, looked up): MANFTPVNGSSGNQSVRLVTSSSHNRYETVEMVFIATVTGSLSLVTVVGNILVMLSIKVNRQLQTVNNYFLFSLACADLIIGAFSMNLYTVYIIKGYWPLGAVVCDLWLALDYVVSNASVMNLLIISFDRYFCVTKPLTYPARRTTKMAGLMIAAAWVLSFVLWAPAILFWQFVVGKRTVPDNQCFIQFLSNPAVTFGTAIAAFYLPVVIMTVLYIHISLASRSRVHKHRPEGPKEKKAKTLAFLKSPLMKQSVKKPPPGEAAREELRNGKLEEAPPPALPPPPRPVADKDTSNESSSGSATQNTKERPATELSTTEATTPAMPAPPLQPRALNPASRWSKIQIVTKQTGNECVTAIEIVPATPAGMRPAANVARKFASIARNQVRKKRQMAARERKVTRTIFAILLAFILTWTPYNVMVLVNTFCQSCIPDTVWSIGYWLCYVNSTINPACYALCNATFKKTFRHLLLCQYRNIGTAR
# M1 PAM parental – counter-screen for M1 PAMs: effect in parental CHO-K1 cells | ATP EC20, Fluo-8 calcium fluorescence; 0% at ATP EC20, 100% at ATP max | activation, % at 3 µM | AID 602247 | actives 0.02% (n = 360,000);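 active means activation above the run cutoff, the mean activation of all test compounds plus 3 SD, cut at about 40% in these data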;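 further: peak over basal fluorescence ratio in a 140 s read after ATP addition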
# M5 antag – CHRM5 antagonism in calcium assay. P08912. CHO-hM5 cells, Fluo-8 calcium fluorescence, ACh EC80. inhibition, % at 3 µM. actives 0.59% (n = 360,000);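 active means inhibition above a per-plate cutoff, the mean of that plate's test compounds plus 3 SD, cut at about 27% in these data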;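 further: 0% = acetylcholine EC80 with DMSO and 100% = DMSO without agonist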
# CHRM5 agonist – CHRM5 agonism in calcium assay; CHO-K1 hM5 cells, Fluo-8 calcium fluorescence; 0% DMSO wells, 100% maximal acetylcholine response; actives 0.19% (n = 360,000); P08912; activation, % at 3 µM;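 active means activation above the run's mean over test compounds plus 3 SD, cut at about 23% in these data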;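 further: signal is peak over basal fluorescence ratio across the kinetic read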
# CHO-K1 Ca antag – counter-screen for M1 antagonists: effect in parental CHO-K1 cells. ATP-induced calcium, Fluo-8 fluorescence. inhibition, % at 3 µM. actives 0.6% (n = 360,000). AID 602250;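 active means inhibition above a per-plate cutoff, the plate's mean sample inhibition plus 3 SD, cut at about 24% in these data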;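 further: 0% = DMSO plus EC80 ATP and 100% = DMSO alone without ATP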
# M4 antag – antagonists of human muscarinic M4 receptor (CHRM4). inhibition, % at 3 µM. CHO-hM4 cells, ACh EC80, Fluo-8 calcium fluorescence. AID 624125. actives 0.73% (n = 360,000). P08173;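 active means inhibition above its plate's cutoff, the mean inhibition of sample wells plus 3 SD, cut at about 27% in these data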;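 further: 0% = acetylcholine EC80 with DMSO and 100% = DMSO without agonist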
# CHRM4 PAM – potentiates acetylcholine response at human M4 receptor; P08173; CHO-K1 hM4/Gqi5, Fluo-8 calcium fluorescence, ACh EC20; 0% = ACh EC20, 100% = maximal ACh; activation, % at 3 µM; actives 0.4% (n = 360,000); AID 624126;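 active means activation above its plate's cutoff, the mean activation of sample wells plus 3 SD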; further: some results filed as inactive read as strong as hits
# An asterisk follows results filed as active; nt = no result given. Not a hit list; about 2.7% have a hit in one of these screens.
# Below each SMILES – M5 PAM	M4 antag	M5 antag	M4 ag	M1 PAM parental	CHO-K1 Ca ag	CHO-K1 Ca antag	CHRM5 agonist	CHRM4 PAM
COc1ccc(/C=N/NC(=O)CN2CCS(=O)(=O)CC2)cc1
  -1	-8	-4	0	-2	-0.3	-4	-1	-5
Cc1ccn2c(NC(=O)c3ccccc3)c(-c3ccccc3)nc2c1
  -3	-6	7	5	18	3.2	-15	2	0
CC(C)CCNC(=O)C(c1cccnc1)N(CCc1ccccc1)C(=O)Cn1nnc2ccccc21 (stereo unspecified)
  11	-2	-8	0	22	0.3	-10	2	-2
CC(C)(C)NC(=O)Cn1c(SCC(N)=O)nc2ccccc21
  11	6	5	1	14	0.7	-10	-3	1
COc1ccccc1CN1CC(C(=O)N2CCOCC2)CCC1=O (stereo unspecified)
  -3	-2	12	0	9	0.8	-8	-4	-2
Cc1cc(C)nc(N/N=C/c2sccc2C)n1
  6	1	5	0	15	0.5	-11	0	-2
CCO[C@@H]1OC(C(=O)O)=C[C@H](c2cn(C(C)=O)c3ccccc23)[C@H]1CCCO
  -1	0	17	0	-3	-0.2	-2	1	11
CS(=O)(=O)N(CC(=O)NCCSCc1ccccc1Cl)c1ccccc1F
  2	-16	-1	5	16	2.3	-8	-1	3
CCCS(=O)(=O)N1CCN(Cc2ccccc2[N+](=O)[O-])CC1
  -1	4	1	1	5	0.3	6	-3	5
O=C(c1cnc(Cc2c[nH]c3ccccc23)c(I)c1)N1CCOCC1
  -3	-3	7	5	-3	1.6	3	0	4
O=C(Nc1ccc(F)cc1F)c1ccc2ncsc2c1
  1	4	4	2	-11	0.5	2	1	-1
CCOC(=O)CCC(=O)Nc1ccc(S(=O)(=O)N2CCc3ccccc32)cc1
  -4	10	12	4	2	2.0	1	-1	-9
CC1Cc2cc(/C(O)=C3/C(=O)C(=O)N(CCCn4ccnc4)C3c3ccco3)ccc2O1 (stereo unspecified)
  3	2	-1	0	-4	6.3	1	-5	-4
NC(c1ccccc1)c1csc(Nc2cc(Oc3ccccc3)ncn2)n1 (stereo unspecified)
  -18	14	14	4	-9	0.6	8	-1	-11
CCOC(=O)COc1cccc2c(=O)n(CC(=O)N3CCN(C(=O)OCC)CC3)ccc12
  -2	-12	0	-1	28	0.0	-8	3	6
CC1CN(S(=O)(=O)c2ccc(C(=O)OCc3ccc(C#N)cc3)cc2)CC(C)O1 (stereo unspecified)
  3	-4	7	2	8	2.4	-10	2	-2
C/C(CC(=O)Nc1ccc2c(c1)OCCO2)=N\NC(=O)c1ccccn1
  -1	3	12	0	14	0.9	-15	-1	-10
CC(NC(=S)Nc1ccc(S(=O)(=O)N2CCOCC2)cc1)C1CC2CCC1C2 (stereo unspecified)
  -15	1	21	15	-7	9.8	18	8	-11
C=CCNC(=O)COc1ccc(Br)cc1Cl
  -3	3	1	-1	9	-0.1	-15	-3	5
CSc1ccc(/C=N/NC(=O)c2cc(O)cc(O)c2)cc1
  -1	-2	-3	1	9	0.2	0	1	26
COc1ccc2[nH]c3c(c2c1)CCNC3(C)CCc1ccc(Cl)nc1 (stereo unspecified)
  -2	5	12	2	-1	2.5	-11	-3	-9
CNc1nc(=S)[nH]c2ccccc12
  6	8	-2	1	1	0.0	0	-5	7
O=C(Nc1nnc(-c2ccccc2)o1)c1cccc(N2C(=O)CCC2=O)c1
  4	4	2	1	9	1.0	-4	0	-5
COc1ccccc1-c1cnc(C(O)c2cc(Cl)cc(Cl)c2)[nH]1 (stereo unspecified)
  -7	7	9	6	-1	1.2	4	3	-8
O=C(NC(Nc1ccccn1)C(Cl)(Cl)Cl)c1ccccc1 (stereo unspecified)
  -4	-3	3	2	-3	0.7	13	-3	-2
O=C(c1ccc(-c2nc3ccccc3s2)o1)N1CCN(c2ccccc2O)CC1
  -17	-1	34*	9	-9	1.1	30*	-5	-5
Cc1nc2ncnn2c(N2CCN(S(=O)(=O)c3ccc(Br)cc3)CC2)c1C
  1	-2	6	1	18	1.1	-5	-3	4
O=C(CN1CCOCC1)Nc1scc2c1c(=O)oc1ccccc12
  -6	1	9	11	20	4.2	-10	3	-10
CCc1nc2c(OCc3cc(Cl)cc(Cl)c3)cccn2c1N(C)C(=O)Nc1ccccc1OC
  0	-1	-7	-1	-13	-0.2	4	-2	-2
O=C(NCc1ccccc1)c1cc(C2COCCN2S(=O)(=O)c2ccccc2)on1 (stereo unspecified)
  1	-3	2	1	-3	0.3	-2	0	-3
CCOC(=O)c1cnc(SC)nc1N1CCCC1
  7	-5	6	-1	12	-0.9	-4	-3	3
CCC(=O)N1CCc2cc(S(=O)(=O)NCCC(=O)NCc3ccccc3OC)ccc21
  3	-3	-12	3	-9	0.3	-10	0	-2
O=C(Nc1ccc(F)cc1)NC1CCN(Cc2c(F)cccc2Cl)CC1
  6	-14	-3	4	12	3.7	-10	-4	5
CC(/C=C/c1ccccc1)=N\NC(=O)C1CC1(C)c1ccccc1 (stereo unspecified)
  -11	-6	5	1	12	0.9	1	-2	-2
COCC(C)n1c(SCC(=O)Nc2c(C)n(C)n(-c3ccccc3)c2=O)nc2ccccc2c1=O (stereo unspecified)
  1	-23	7	2	7	-0.4	-11	-4	13
O=S(=O)(Cc1nnnn1-c1ccc(Br)cc1)c1ccc(F)cc1
  -3	-6	8	2	15	1.3	-9	-3	-3
CCCc1cc(=O)oc2cc(OCC(=O)N3C[C@H]4C[C@@H](C3)c3cccc(=O)n3C4)c(Cl)cc12
  1	-3	6	1	13	-0.1	0	-2	4
CNC(=S)Nc1ccc(Cc2ccncc2)cc1
  -2	-5	13	1	20	1.9	-9	-8	5
O=C(CN1C(=O)NC2(CCCCCCC2)C1=O)NC(=O)NCc1ccco1
  -6	2	8	0	-6	-0.3	-7	-5	4
CC(=O)Nc1ccc(S(=O)(=O)N2CCN(c3cc(C(F)(F)F)ccn3)CC2)cc1
  -5	-7	12	7	5	4.6	-5	3	-10
O=C(COC(=O)CCSc1ccccc1)NCc1ccc(F)cc1
  5	4	-3	1	12	1.4	-14	-4	-12
CCCCNC(=O)c1cc([N+](=O)[O-])[nH]n1
  1	7	-3	1	12	0.6	-2	1	8
Cc1ccc(S(=O)(=O)N2[C@@H](c3ccc(C(C)(C)C)cc3)C(C(=O)O)=CC[C@H]2c2cccs2)cc1
  -6	-6	3	0	-12	-0.3	34*	0	3
O=P(c1ccccc1)(c1ccccc1)C(O)c1ccco1 (stereo unspecified)
  5	-3	-4	0	-6	0.4	8	-6	-3
CCc1ccc(/C=C2\SC(=S)N(CCCC(=O)Nc3ccccc3C(=O)O)C2=O)cc1
  3	5	-5	0	-6	-0.4	1	-2	3
O=C(CSC1=NCCS1)Nc1nc(-c2ccccc2)cs1
  -22	-15	-3	11	3	3.5	-15	-6	-3
COc1cc2c(cc1/C=C1/NC(=O)N(c3ccccc3)C1=O)OCO2
  6	13	11	0	-13	0.0	12	-3	1
Cc1cccc(OCCCn2c(=O)sc3ccccc32)c1
  -8	-5	-9	-2	3	-0.1	-4	-12	0
CC(C)[C@H](NC(=O)c1c(F)cccc1F)C(=O)Nc1cccc(Br)c1
  -5	9	15	2	3	19*	6	-3	-3
Cc1noc(C)c1CSc1cc(C)c2ccccc2n1
  1	6	1	-1	5	-0.3	-17	-1	-7

# Filtered by structure, those above with a COOH group (3)
# Below each SMILES – M5 PAM	M4 antag	M5 antag	M4 ag	M1 PAM parental	CHO-K1 Ca ag	CHO-K1 Ca antag	CHRM5 agonist	CHRM4 PAM
CCO[C@@H]1OC(C(=O)O)=C[C@H](c2cn(C(C)=O)c3ccccc23)[C@H]1CCCO
  -1	0	17	0	-3	-0.2	-2	1	11
Cc1ccc(S(=O)(=O)N2[C@@H](c3ccc(C(C)(C)C)cc3)C(C(=O)O)=CC[C@H]2c2cccs2)cc1
  -6	-6	3	0	-12	-0.3	34*	0	3
CCc1ccc(/C=C2\SC(=S)N(CCCC(=O)Nc3ccccc3C(=O)O)C2=O)cc1
  3	5	-5	0	-6	-0.4	1	-2	3

# Following part.
# Below each SMILES – M5 PAM	M4 antag	M5 antag	M4 ag	M1 PAM parental	CHO-K1 Ca ag	CHO-K1 Ca antag	CHRM5 agonist	CHRM4 PAM
O=C1N/C(=N/N=C/c2ccc(F)cc2)SC1c1ccccc1 (stereo unspecified)
  -3	7	8	0	17	0.0	-13	-4	0
Cc1cccc(NC(=S)N/N=C/C(C)c2ccccc2)c1C (stereo unspecified)
  16	-18	-6	1	8	0.8	1	-11	18
COc1ccc(OCC2CCNCC2)cc1
  3	0	-2	1	18	0.4	-8	-12	1
COc1ccc(C(C(=O)Nc2c(C)cccc2C)n2c(=O)c(-c3ccccc3)nc3ccccc32)cc1 (stereo unspecified)
  -9	-6	12	1	nt	nt	nt	-3	3
C/C=C(/C)C(=O)OC1Cc2c(ccc3ccc(=O)oc23)OC1(C)C (stereo unspecified)
  0	-25	0	1	20	-0.7	-15	-2	15
CCN(CC)C1=C(Cl)C(=O)C(Cl)C12OCCO2 (stereo unspecified)
  4	7	5	0	-20	0.0	3	0	-2
COc1ccc(OCc2nnc(SC(C)C(=O)Nc3ccc(N4CCOCC4)cc3)n2C)cc1 (stereo unspecified)
  5	10	0	2	10	0.5	-1	0	-4
CCOc1ccc2c(c1)C(N(CCN1CCOCC1)C(=O)Nc1ccc(OC)cc1OC)CC(C)(C)O2 (stereo unspecified)
  -2	-2	-2	0	23	0.6	-17	0	1
O=C(COC(=O)COc1ccc(Br)cc1)NC1CCCC1
  6	4	14	3	7	1.0	-1	2	-3
Cc1ccc(S(=O)(=O)N/N=C/c2cccs2)cc1
  -1	-6	-9	0	19	0.5	-8	-2	10
Cc1ccc(C(=O)Nc2ccc(N3CCN(C(=O)c4ccco4)CC3)cc2)c(Cl)c1
  1	0	6	5	2	3.2	-9	0	-6
CCc1ccc(N=C2NC(=O)/C(=C/c3ccc(OCC(=O)O)cc3)S2)cc1
  1	-13	2	0	7	-0.3	-8	0	4
CN(C(=O)COC(=O)c1cn(-c2ccccc2)nc1-c1ccccc1)C1CCS(=O)(=O)C1 (stereo unspecified)
  -1	-7	0	6	9	0.2	-9	0	12
CC(CCc1ccccc1)NC(=O)Cc1cccs1 (stereo unspecified)
  2	-9	4	0	18	-0.2	-8	-3	-4
COc1cc(C(C)=O)ccc1Oc1ncnc2c1cnn2-c1cccc(Cl)c1
  -2	2	3	1	25	0.9	-12	0	2
Cc1ccnc(NC(c2ccccn2)c2c(C)[nH]c3ccccc23)c1 (stereo unspecified)
  -8	-10	9	3	-13	-0.2	-1	1	4
O=C(OCC(=O)N1CCOCC1)c1ccc(Cl)cc1[N+](=O)[O-]
  7	3	0	2	2	0.9	-7	2	0
Cc1cc(OC(F)F)ccc1NC(=S)NC1CCCC1
  -3	7	8	2	-17	0.9	1	-6	-2
CCCc1cc(=O)oc2c(C)c(OCC(=O)NC3CCN(Cc4ccccc4)CC3)ccc12
  1	10	-3	1	-9	-0.4	10	-7	-1
O=C(Nc1nc2ccccc2s1)c1ccc(Cl)s1
  -10	-20	-2	1	-1	0.0	0	-2	9
CCN(CC)S(=O)(=O)c1cc(OC)ccc1N=Nc1ccc(O)c2ncccc12
  5	0	1	1	5	0.6	-2	-5	7
